Lipid storage S3: qHTS Assay for Lipid Storage Modulators in Drosophila S3 Cells; 320,000 tested, 0.64% active; Drosophila S3 cells, BODIPY lipid droplet fluorescence, 18-24 h; cells fed with added oleic acid; Potency in µM for hits, for the others lipid storage change, negative = inhibition, % at the top dose, mostly 46.1 µM; active = well fitted inhibition curve with a large enough effect in the signal ratio, with a control signal flat, not every such curve was filed as active; inconclusive = small, poorly fitted or top-dose-only effect, or effect the other way, or a change in a side signal; the % refers to the signal ratio
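Drosophila S3 cells got compounds at several concentrations plus oleic acid (400 uM solution). Laser-scanning cytometry with 488 nm excitation read lipid droplets at 500-530 nm and cells at 575-640 nm. Percent activity was relative to 20 uM Triacsin C.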
Lipid storage S3 cell count max: recorded beside Lipid storage S3, whose call it bears; cell number change, %; measured here: cell count max response;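 cells counted by Cell Tracker Red CMTPX staining in the red channel; peak over a dose series mostly up to 46.1 µM; percent activity relative to internal control wells on each plate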
Active calls of the source: *; i = inactive; ? = inconclusive; · = not tested or not shown. % is scaled to controls: 0 for no effect and ±100 for the full control effect; potency is read from the fitted curve at half-maximal effect. These rows are one share of the data; rates above refer to the full screens.

SMILES	Lipid storage S3	Lipid storage S3 cell count max
CC(C)(C)NC(=O)c1ccc(NC(=O)CSc2ccccc2)cc1	?	·
COc1ccccc1CNCc1cc(OC)c(OC)c(OC)c1	5%	14
O=C(c1ccc(Cn2cnnn2)cc1)N1CCCC(Nc2ccc(F)c(F)c2)C1 (stereo unspecified)	i	8
CN(C)CCCNC(=O)/C(=C\C=C\c1ccccc1)NC(=O)c1ccc([N+](=O)[O-])cc1	?	·
CCCCCCCCCCOC(=O)Cn1c(COc2ccccc2C)[n+](C)c2ccccc21	?	·
O=C(Nc1ccc(C(F)(F)F)cc1-c1ccccc1)c1ccccc1	-34%	-22
COc1cc(CC(=O)OCC(=O)Nc2ccc(S(=O)(=O)N3CCCC3)cc2)cc(OC)c1OC	10%	-19
N#Cc1cccc(-n2c(-c3ccccc3)nnc2-c2ccccc2)c1C#N	?	·
CS(=O)(=O)c1ccc(Cl)c(NC(=O)COC(=O)CNC(=O)c2ccc3ccccc3c2)c1	?	·
COc1cccc2[nH]c3c(N4CCC5(CC4)OCCO5)ncnc3c12	?	·
c1ccc(Cn2c(NCc3ccco3)nc3ccccc32)cc1	?	·
CN(C)CCNC(=O)CN1C(=O)CSc2ccc(S(=O)(=O)N3CCCCC3)cc21	i	10
CC(C)(C)c1cc(C(=O)NNC(=O)c2ccc(C(F)(F)F)cc2)no1	-4%	2
O=C(Nc1ccc(N2CCOCC2)nc1)c1ccc(Cl)cc1	?	·
COc1cccc(NC(=O)CN(C)C(=O)c2ccc(N3CCOCC3)c([N+](=O)[O-])c2)c1	i	·
O=C(c1cc2ccccc2o1)N1CCN(S(=O)(=O)c2cccs2)CC1	?	·
Oc1ccc(CN2CCN(Cc3ccccc3)CC2)c2cccnc12	0%	-6
CCOC(=O)C1=NNC2C(=O)N(CC)C(=O)C12 (stereo unspecified)	13µM*	12*
Cc1sc2ncnc(N3CCC(C(=O)NNC(=O)COc4ccccc4Cl)CC3)c2c1C	?	·
Cc1ccc(Cn2c(CN(C)Cc3ccccc3)nc3c2c(=O)n(C)c(=O)n3C)cc1	?	·
COc1ccc(C2/C(=C(/O)c3ccc(Br)cc3)C(=O)C(=O)N2C)cc1 (stereo unspecified)	i	·
CCOc1ccccc1CN1CCCC(CNS(=O)(=O)c2ccc(OC)cc2)C1 (stereo unspecified)	?	·
CNS(=O)(=O)c1cccc(C(=O)OCC(=O)Nc2ccc(Cl)cc2F)c1	?	·
O=[N+]([O-])c1ccc(Sc2cccc3cccnc23)cc1	?	·
CCS(=O)(=O)N1Cc2ccccc2CC1C(=O)N(C)CC(=O)Nc1ccc(F)c(F)c1F (stereo unspecified)	20%	·
Following part
SMILES	Lipid storage S3	Lipid storage S3 cell count max
O=C(CNS(=O)(=O)c1ccc(Br)cc1)NC1CCCC1	10%	·
CCc1ccc(NC(=O)CCN2C(=O)c3cccnc3C2=O)cc1	-5%	-1
CCc1[nH]nc2c1C(c1cccc(OC(=O)N3CCOCC3)c1)C(C#N)=C(N)O2 (stereo unspecified)	?	·
COc1ccc(OC)c(S(=O)(=O)Nc2c(NC3CCCCC3)c3ccccc3oc2=O)c1	i	-5
O=C(COC(=O)Cc1c(Cl)cccc1Cl)Nc1ccc2[nH]c(=O)[nH]c2c1	?	·
CCOC(=O)c1oc2ccc(S(=O)(=O)n3nc(-c4ccc(Cl)cc4)cc3N)cc2c1C	?	·
COc1ccc(S(=O)(=O)N(C)c2ccc(C(=O)Nc3ccccc3C(=O)N3CCOCC3)cc2)cc1	19%	-5
O=[N+]([O-])c1ccc(NCc2ccccc2N2CCC(CO)CC2)nc1	0%	-5
Cc1ccc(N(CC(=O)NCc2ccc(F)cc2)C(=O)c2snc(C(N)=O)c2N)cc1C	i	-6
Cc1ccc(N(C(=O)c2ccc(Br)o2)C2C=CS(=O)(=O)C2)cc1 (stereo unspecified)	?	·
C[N+](C)(CC#Cc1ccccc1)CC(=O)c1ccccc1	-10%	1
COc1ccccc1NC(=O)CSc1nc2sc(C)c(C)c2c(=O)n1Cc1ccco1	?	·
CN(CC(=O)Nc1ccc(N2CCOCC2)cc1)C(=O)c1cc(S(=O)(=O)N(C)C)ccc1Cl	?	·
O=C(NC(=S)NCC1CCCO1)c1cccc([N+](=O)[O-])c1 (stereo unspecified)	?	·
COc1ccc2[nH]c(=O)c(CN(Cc3cccs3)C(=S)Nc3ccccc3)cc2c1	?	·
Cc1c(Cl)cccc1NC(=O)c1cccnc1	?	·
CC1CCN(CCNC(=O)CN(C)S(=O)(=O)c2cccc3nsnc23)CC1	5%	-18
NC(=O)c1ccc(Oc2ccc(Cl)cc2)c([N+](=O)[O-])c1	-2%	18
Clc1cccc(Cl)c1/C=C/c1ccn[nH]1	20%	-20
Cc1ccc(/C=N/NC(=O)CSc2nnc(-c3ccc(Cl)cc3)n2-c2ccccc2)o1	1%	12
COc1cc(C2c3[nH]c4ccccc4c3C[C@@H]3C(=O)N(Cc4ccco4)CC(=O)N23)cc(OC)c1OC (stereo partly specified)	-3%	7
Cc1ccc(C2(C)NC(=O)N(CC(=O)N(C)CC(=O)Nc3cccc(F)c3)C2=O)cc1 (stereo unspecified)	?	·
CCCOC(=S)Nc1ccccc1	?	·
CCOC(=O)c1cnc2c(OC)cccc2c1NCc1cccnc1	-1%	1
COc1cc(OC)c(C2SCCS2)c(OC)c1	?	·

A few values from the list:
`O=C(CNS(=O)(=O)c1ccc(Br)cc1)NC1CCCC1` – Lipid storage S3: 10%
`C[N+](C)(CC#Cc1ccccc1)CC(=O)c1ccccc1` – Lipid storage S3: -10%

Of the compounds above, these have a tert-butyl group.
SMILES	Lipid storage S3	Lipid storage S3 cell count max
CC(C)(C)NC(=O)c1ccc(NC(=O)CSc2ccccc2)cc1	?	·
CC(C)(C)c1cc(C(=O)NNC(=O)c2ccc(C(F)(F)F)cc2)no1	-4%	2

Taken from the entries so far, two compounds:
SMILES	Lipid storage S3	Lipid storage S3 cell count max
CCOC(=O)c1cnc2c(OC)cccc2c1NCc1cccnc1	-1%	1
COc1cc(OC)c(C2SCCS2)c(OC)c1	?	·

Returning to the listing; the four compounds before the break are reprinted first.
SMILES	Lipid storage S3	Lipid storage S3 cell count max
Cc1ccc(C2(C)NC(=O)N(CC(=O)N(C)CC(=O)Nc3cccc(F)c3)C2=O)cc1 (stereo unspecified)	?	·
CCCOC(=S)Nc1ccccc1	?	·
CCOC(=O)c1cnc2c(OC)cccc2c1NCc1cccnc1	-1%	1
COc1cc(OC)c(C2SCCS2)c(OC)c1	?	·
COc1ccc(S(=O)(=O)N2CCOCC2)cc1NC(=O)c1cccs1	?	·
O=C(Cn1nnc2c(cnn2-c2ccc(F)cc2)c1=O)c1ccccc1F	1%	11
CCCn1c(SCC(=O)OCc2ccccc2)nc2c1c(=O)n(C)c(=O)n2C	1%	13
CCOC(=O)C1(CCOc2ccccc2)CCN(CC=C(C)C)CC1	i	16
COc1ccccc1/C=N/n1c(N)c(C(=O)NC2CCCCC2)c2nc3ccccc3nc21	-9%	·
Cc1cc(S(=O)(=O)N2CCOCC2)ccc1OCC(=O)Nc1cccc(F)c1	i	9
CCc1nn(CCCC(=O)Nc2ccc(C)cc2C)c(=O)c2cc3occc3n12	?	·
Cc1ccc(S(=O)(=O)N2C(=O)CCC2C(=O)O/N=C(\N)c2cccc([N+](=O)[O-])c2)cc1 (stereo unspecified)	-2%	24
O=C1CCCC/C1=C\Nc1ccc(Cl)cn1	i	·
CCOC(=O)C1CCN(C(=O)c2ccc3nc(-c4ccc(OC)cc4)c(-c4ccc(OC)cc4)nc3c2)CC1	?	·
C=CCNC(=O)CN(c1cc(Cl)ccc1OC)S(=O)(=O)c1ccc(C)c([N+](=O)[O-])c1	1%	5
Cc1ccc(NC(=O)N2CCSc3ccccc32)cc1	?	·
CCOC(=O)/C=c1\sc2n(c1=O)CCN=2	?	·
O=C(CCNC(=O)c1ccc(Cl)cc1)NCc1ccccc1Cl	?	·
O=C(OCc1nnc(-c2ccccc2)o1)c1cccc(-n2cnnn2)c1	?	·
COc1ccc(-c2nnc(NC(=O)C3CCCO3)s2)cc1 (stereo unspecified)	-12%	2
O=C(NN1C(=O)NC2(CCCCC2)C1=O)c1ccc(-c2ccc([N+](=O)[O-])cc2)o1	?	·
C=CCNC(=S)NNC(=O)COc1c(Cl)cc(Cl)cc1Cl	-1%	-10
O=C(O)c1nn(CC(=O)N2CCCCCC2)c(=O)c2ccccc12	?	·
COc1ccc(S(=O)(=O)N2CCCOC2CNC(=O)C(=O)NCCc2ccco2)cc1C (stereo unspecified)	25%	·
CC(C)CCNc1ncnc2c1nnn2Cc1ccccc1Cl	22%	-3
O=C(CC1Nc2ccccc2NC1=O)c1ccccc1 (stereo unspecified)	?	·
COc1ccc(-n2nc(C(=O)NCC(=O)NC(C)C)c3ccccc3c2=O)cc1Cl	i	14
Cc1nn(Cc2ccc(Cl)cc2)c(C)c1NC(=O)c1cc(C(C)C)on1	?	·
NC1=NC[C@H](Cc2ccccc2)N1CCCCC1CCCCC1	?	·
New compounds follow.
SMILES	Lipid storage S3	Lipid storage S3 cell count max
O=C(COc1ccccc1F)NNC(=O)Cn1c(=O)cnc2ccccc21	-14%	-14
COc1ccc(N/N=C(\C#N)C(=N)N2CCOCC2)cc1	-1%	·
N#Cc1cc([N+](=O)[O-])ccc1Oc1cccc(/C=N/NC(=O)c2cccc(Cl)c2)c1	?	·
Cc1ccc(-n2nc3c(=O)n(CCCC(=O)NCc4ccccc4F)nc(C)c3c2C)cc1	?	·
CCc1ccc(N(C(=O)CNC(=O)c2ccco2)C(C(=O)NCC2CCCO2)c2ccccc2)cc1 (stereo unspecified)	?	·
O=C(NC(Cc1ccccc1)C(=O)O)/C(=C/c1ccc(Br)cc1)NC(=O)c1ccc(Br)o1 (stereo unspecified)	i	-15
CCCOc1cc(C)c(S(=O)(=O)N2CCN(C)CC2)cc1C	?	·
CCCCN(C(=O)c1c(CC)noc1C)c1c(N)n(CCCC)c(=O)[nH]c1=O	?	·
CCOC(=O)C(=Cc1c[nH]c2ccc(S(=O)(=O)N(C)C)cc12)C(=O)OCC	?	·
COc1cccc(CNS(=O)(=O)c2c(C)nc3sccn3c2=O)c1	-5%	4
CC(=O)n1cc([C@H]2C=C(C(=O)N3CCN(Cc4ccccc4)CC3)O[C@@H](OCCCCO)C2)c2ccccc21	-2%	3
CSc1ccccc1OCc1cc(C(=O)NC(C)CCn2cccn2)no1 (stereo unspecified)	?	·
Cc1cc(COc2ccccc2)oc1C(=O)O	?	·
COc1ccc(C(C(=O)NC(C)(C)C)N(Cc2ccccc2)C(=O)CCC(=O)Nc2cc(C)on2)cc1 (stereo unspecified)	-11%	2
CC1(C)CC(N2CCC(=O)N(C3CC(C)(C)NC(C)(C)C3)C2)CC(C)(C)N1	-6%	0
Cc1ccc2nc(Cl)c(/C=N/NC(=O)[C@H]3C[C@@H]3c3ccccc3)cc2c1	?	·
C=CCN(C(=O)CCC(=O)Nc1cc(C)on1)C(C(=O)NC1CCCC1)c1ccc(Cl)cc1 (stereo unspecified)	?	·
COc1ccc(-c2cc3c(=O)n(CC(=O)NCCCN4CCN(Cc5ccccc5)CC4)ncn3n2)cc1	?	·
CC(NCc1ccc2c(c1)OCO2)C(=O)NC1CCCCC1 (stereo unspecified)	7%	·
Cc1cc(C(=O)N2C(C)CCCC2C)no1 (stereo unspecified)	?	·
CCCN(CCC)CCCNC(=O)c1nn(-c2cccc(OC)c2)c(=O)c2ccccc12	3%	20
CCOc1ccc(OCC(=O)OCC(=O)N(CC(C)C)c2c(N)n(Cc3ccccc3)c(=O)[nH]c2=O)cc1	?	·
CN(CC1CCN(CCc2cccc(C(F)(F)F)c2)CC1)C(=O)c1ccc(F)cc1	?	·
FC(F)(F)c1cc(-c2ccco2)nc(N2CCOCC2)n1	?	·
Cc1cccc(NC(=O)C2CCCN(S(=O)(=O)c3cccc4cccnc34)C2)c1 (stereo unspecified)	?	·
(list continues)
SMILES	Lipid storage S3	Lipid storage S3 cell count max
O=C(O)c1ccc(CNC(=O)c2ccccc2NC(=O)c2ccc([N+](=O)[O-])cc2)cc1	3%	-9
CCOc1ccc(C2/C(=C(\O)c3ccc4c(c3)OCCO4)C(=O)C(=O)N2CCN2CCOCC2)cc1OC (stereo unspecified)	19%	-16
O=C1CCN(Cc2nnnn2CC2CCCO2)c2ccccc2N1 (stereo unspecified)	-6%	3
CCOC(=O)C1=C(COC(=O)/C=C/c2ccc(OC)cc2OC)NC(=O)NC1C (stereo unspecified)	?	·
C=CCN(CC=C)C(=S)NC(=O)Cc1cccc2ccccc12	24%	24
CCN(CC)C(=O)N1CCN(S(=O)(=O)c2ccc(C)c(C)c2)CC1	i	-20
CCOC(=O)C1(CCOC)CCN(Cc2cnc(-c3cccc(C)c3)nc2)CC1	-17%	-15
CCOC(=O)c1c(NC(=O)c2ccc(C)cc2)sc2c1CC(C)(C)OC2	?	·

Screens as filed in PubChem BioAssay.
